Screening results as filed in PubChem.
S3 lipid droplet – qHTS Assay for Lipid Storage Modulators in Drosophila S3 Cells; Drosophila S3 cells, BODIPY lipid droplet fluorescence, 18-24 h; cells fed with added oleic acid; lipid storage change, negative = inhibition, % at the top dose, mostly 46.1 µM; hits show Potency in µM; actives 0.64% (n = 320,000); AID 2685; active = well fitted inhibition curve with a large enough effect in the signal ratio, with a control signal flat, not every such curve was filed as active; inconclusive = small, poorly fitted or top-dose-only effect, or effect the other way, or a change in a side signal; the % refers to the signal ratio
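Drosophila S3 cells loaded with oleic acid (400 uM, as added) and compounds at several concentrations; lipid droplets imaged by 488-nm laser-scanning cytometry, 500–530 nm intensity and object ratio to cell channel. Percent activity normalized to 20 uM Triacsin C.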
S3 lipid droplet cell count max – also measured in S3 lipid droplet; calls as there; cell number change, %; measured here: cell count max response;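 cells counted by Cell Tracker Red CMTPX staining in the red channel; peak over a dose series mostly up to 46.1 µM; percent activity relative to internal control wells on each plate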
Active calls of the source: *; i = inactive; ? = inconclusive; nt = not tested or not shown. % is set by controls: 0 for no effect and ±100 for the full control effect; potency is the fitted concentration of half-maximal effect.

Value order – S3 lipid droplet | S3 lipid droplet cell count max
1	O=C(Nc1ccccc1)NC1CC2CCC(C1)N2Cc1nnnn1Cc1ccc2c(c1)OCO2 (stereo not given)
    ? | nt
2	O=C(NNS(=O)(=O)c1ccc([N+](=O)[O-])cc1)C1CCCCC1
    ? | nt
3	CC(c1ccccc1)N1C(=O)c2ccc(C(=O)Nc3ccc(Br)cc3C(=O)O)cc2C1=O (stereo not given)
    ? | nt
4	O=C(CN1CCN(c2cccc(Cl)c2)CC1)N1CCCC1
    ? | nt
5	Nn1cnnc1N/N=C/c1cc(Br)cc(Br)c1O
    -6.9% | -13.6
6	C=CCSc1nc2nc(C)cc(C)n2n1
    ? | nt
7	Cc1ccc2[nH]c(=O)c(CN(CC3CCCO3)C(=O)c3cccs3)cc2c1 (stereo not given)
    i | 31.3
8	NC(=Nc1ccc(Br)cc1)c1ccccc1
    i | nt
9	COc1ccc(CN=Cc2[nH]c3ccc(Br)c(Cl)c3c2O)cc1
    ? | nt
10	Cc1ccc(S(=O)(=O)N[C@H](C(=O)N2CCC(C(=O)N[C@@H](CC(=O)O)C(=O)O)CC2)C(C)C)cc1
    8.1% | 4.2
11	Cc1nn(Cc2noc(C(=O)NC3CCC(C)CC3)n2)c(C)c1Br (stereo not given)
    ? | nt
12	CC1(C)CC(=O)C2=C(C1)NC(Nc1nc3ccccc3o1)=NC21CCCC1
    ? | nt
13	COc1ccc(O)c(C=NCC(C)N=Cc2cc(OC)ccc2O)c1 (stereo not given)
    2.1% | 1.0
14	CCOC(=O)c1cnc(Nc2ccc(OCC)cc2)nc1C
    ? | nt
15	COc1ccc(S(=O)(=O)N2CCC(C(=O)NC3CCCC3)CC2)cc1C
    ? | nt
16	COc1ccc(/C=N/NC(=O)c2ccc(N3CCCC3=O)cc2)cc1
    ? | nt
17	CCn1c(SCC(=O)Nc2ccccc2OC)nnc1-c1cnccn1
    ? | nt
18	CCC1(c2ccccc2)NC(=O)N(CC(=O)N2CC(=O)Nc3ccccc32)C1=O (stereo not given)
    0.6% | 0.1
19	CC(=O)C1=C(O)C(=O)N(Cc2ccccc2)C1c1ccco1 (stereo not given)
    ? | nt
20	COc1ccc(NC(=O)CSc2nnc(Cn3nnc4ccccc43)n2C)cc1
    ? | nt
21	CCCCCNCc1ccc(OCc2ccc(Cl)nc2)c(OC)c1
    5.7% | 9.3
22	O=S(=O)(c1ccccc1)c1nc(-c2ccco2)oc1N1CCCCC1
    i | 18.3
23	O=C(Nc1cccc(-c2nc3ccccc3[nH]2)c1)c1cccc(NC(=O)c2ccco2)c1
    ? | nt
24	Cc1ccc(Oc2nc3c(C)cccn3c(=O)c2/C=C(\C#N)C(N)=O)cc1
    4.8% | 16.5
25	CC12CCC(=O)N1c1c(sc3nc(N4CCOCC4)c4c(c13)CCCC4)C(=O)N2 (stereo not given)
    ? | nt
26	Cc1cc(N2C(=O)Cc3ccccc3C2=O)ccc1C(C)C
    ? | nt
27	CSc1nc(N)c2c3c(sc2n1)CN(C)CC3
    -15.5% | -6.0
28	Cc1cccc(OCC(=O)N2CCC(N3CCOCC3)CC2)c1
    i | -3.4
29	CN(CCC1CCOCC1)C(=O)CC1C(=O)NCCN1C/C=C/c1ccccc1 (stereo not given)
    ? | nt
30	O=C(NCc1cccnc1)NC1(C(F)(F)F)Oc2ccccc2O1
    1.1% | -8.9
31	CCCc1cc(C(=O)NNC(=S)NC(C)c2ccccc2)cs1 (stereo not given)
    ? | nt
32	NC(=O)C1CCN(C2CC(=O)NC2=O)CC1 (stereo not given)
    ? | nt
33	CCOc1ccc(CCNC(=O)CCC(=O)N2CCOc3ccc(C)cc32)cc1OCC
    ? | nt
34	C=C1CC2C(CCC3(C)C2CCC3(O)C(C)=O)C2(C)CCC(=O)C=C12 (stereo not given)
    ? | nt
35	Cc1cccc2cc(/C=N/NC(=O)CN3CCOCC3)c(Cl)nc12
    ? | nt
36	CCn1c(=O)c2c(nc3n2CCCN3CCc2ccc(OC)c(OC)c2)n(C)c1=O
    i | nt
37	O=C1OCC2=C1C(c1ccccc1)CC(=O)N2c1ccccc1 (stereo not given)
    ? | nt
38	CCOC(=O)C(=O)N/N=C/c1ccc(F)cc1
    21.9% | -1.0
39	Cc1cc(C)cc(NC(=O)CSc2nc3c(oc4ccccc43)c(=O)n2-c2ccccc2)c1
    -3.3% | 2.6
40	COc1cc(OC)cc(C(=O)NNC(=S)Nc2ccc(S(N)(=O)=O)cc2)c1
    ? | nt
41	N#CC(c1ccncc1)(c1ncc(C(F)(F)F)cc1Cl)N1CCOCC1 (stereo not given)
    ? | nt
42	CCOc1ccc(Cn2c(=O)sc3ccccc32)cc1OC
    ? | nt
43	COc1ccc(OC)c(NC(=O)CNC(=O)c2ccc([N+](=O)[O-])cc2)c1
    -13.0% | -2.5
44	O=C(COC(=O)C12CC3CC(CC(C3)C1)C2)NCCc1ccccc1
    ? | nt
45	CCCCc1cc(=O)oc2cc(OS(C)(=O)=O)ccc12
    ? | nt
46	O=C(NCCNC(=O)c1ccc(-c2ccc(Cl)c(Cl)c2)o1)c1cnccn1
    i | 0.3
47	CCOc1ccc(C(=O)NCC(=O)NCC2CCCCC2)cc1OCC
    ? | nt
48	O=C(Cn1c(C(=O)OCCO)cc2ccccc21)c1ccccc1
    i | -5.8
49	CC(=O)N(Cc1nc2sc(C)c(C)c2c(=O)[nH]1)C1CCCC1
    5.6% | 22.7
50	CCOc1ccccc1-n1c(C)nc2cc(C(=O)O)ccc21
    6.5% | 14.3

Following part:
Value order – S3 lipid droplet | S3 lipid droplet cell count max
51	COc1ccc(CN(C)CC(=O)Nc2ccc(SC(F)F)cc2)cc1OC
    -0.7% | -6.7
52	Cc1ccc(C(=O)NCC(=O)OCC(=O)Nc2cc(S(=O)(=O)N3CCOCC3)ccc2C)cc1
    i | 10.7
53	COc1cc(NC(=O)c2ccc(Cl)cc2Cl)ccc1NC(=O)c1cccs1
    -7.4% | -7.6
54	COc1ccccc1/C=C/C=N/NC(=O)c1ccccn1
    ? | nt
55	Cn1cnc(Sc2ncnc3nc[nH]c23)c1[N+](=O)[O-]
    -6.9% | 4.1
56	Cc1nn(-c2ccccc2)nc1C(N)=O
    ? | nt
57	N#Cc1c(-c2ccc3c(c2)OCO3)ccn2nc(-c3cccc(C(F)(F)F)c3)nc12
    i | nt
58	CN(C)/C=C(\C=O)c1ccc(Cl)cc1Cl
    10.4% | 27.6
59	NC(=S)N/N=C1\CCOc2ccc(F)cc21
    5.4% | -3.3
60	O=C(COC(=O)Cn1cnc2ccccc21)Nc1cccc2c1C(=O)c1ccccc1C2=O
    0.4% | -1.0
61	Cc1ccc(S(=O)(=O)N(C)C)cc1NC(=O)C(C)OC(=O)c1ccc2ccccc2n1 (stereo not given)
    ? | nt
62	CCOC(=O)CNC(=O)c1cc(-c2ccccn2)nc2c(C)c(Cl)ccc12
    -13.6% | -14.2
63	CCc1nnc(NC(=O)CSc2ncnc3c2oc2ccccc23)s1
    ? | nt
64	COc1cc(S(=O)(=O)NC(C)C)ccc1Cl
    ? | nt
65	COc1ccc(CNC(=O)c2ccc(NC(=O)CC3SC(N4CCCCC4)=NC3=O)cc2)cc1 (stereo not given)
    ? | nt
66	Cc1ccnc(NC(=O)C2CCC(CNc3c(N4CCCC4)c(=O)c3=O)CC2)c1 (stereo not given)
    i | nt
67	O=C(Cc1csc(-c2ccccc2)n1)NCc1cccs1
    ? | nt
68	CSc1ccc(Cl)c(C(=O)Nc2ccc(Cl)cn2)c1
    -14.5% | -2.4
69	CCOc1ccc2nc(NC(=O)CSc3nc4cccnc4n3C)sc2c1
    ? | nt
70	COc1cc(NC(=O)CSc2nnc(-c3ccncc3)o2)cc(OC)c1OC
    ? | nt
71	CCN(CC)S(=O)(=O)c1cccc(C(=O)N/N=C/c2cccc(O)c2O)c1
    ? | nt
72	CCN(CC)C(=O)C1CCCN(C(=O)Nc2ccc(NC(=O)N3CCCC(C(=O)N(CC)CC)C3)cc2)C1 (stereo not given)
    -24.1% | nt
73	Cc1cccc(OC(C)C(=O)Nc2cc(Cl)ccc2-n2cncn2)c1 (stereo not given)
    ? | nt
74	CCCCOC(=O)C[N+](C)(C)CCOC1CC2CCC1(C)C2(C)C (stereo not given)
    ? | nt
75	CCCCN(c1ccccc1)c1ncnc2nc[nH]c12
    -13.1% | 0.3
76	COc1cc(SC)ccc1C(=O)Nc1nc(C)cc(C)n1
    ? | nt
77	O=C(O)Cn1cc(/C=N/NC(=O)c2cc3cc(Br)ccc3o2)c2ccccc21
    ? | nt
78	COc1ccc(C2=NS(=O)(=O)N(C)C(C(=O)NCc3ccccn3)=C2)cc1OC
    ? | nt
79	CC1C(c2ccccc2)N(C)C(c2ccccc2)CC1(O)c1ccccc1 (stereo not given)
    ? | nt
80	O=C(Nc1ccc2c(c1)OCCO2)c1ccc(Br)o1
    ? | nt

Next section, starting with the last six of the part before.
Value order – S3 lipid droplet | S3 lipid droplet cell count max
75	CCCCN(c1ccccc1)c1ncnc2nc[nH]c12
    -13.1% | 0.3
76	COc1cc(SC)ccc1C(=O)Nc1nc(C)cc(C)n1
    ? | nt
77	O=C(O)Cn1cc(/C=N/NC(=O)c2cc3cc(Br)ccc3o2)c2ccccc21
    ? | nt
78	COc1ccc(C2=NS(=O)(=O)N(C)C(C(=O)NCc3ccccn3)=C2)cc1OC
    ? | nt
79	CC1C(c2ccccc2)N(C)C(c2ccccc2)CC1(O)c1ccccc1 (stereo not given)
    ? | nt
80	O=C(Nc1ccc2c(c1)OCCO2)c1ccc(Br)o1
    ? | nt
81	O=C(Nc1ccc(NC(=S)NC(=O)c2cccs2)cc1)c1ccccc1
    ? | nt
82	Cc1csc(CCc2nc(C)cs2)n1
    ? | nt
83	CCOc1cc2c(cc1OCC)C(c1ccc(C(=O)O)cc1)NCC2 (stereo not given)
    ? | nt
84	CC(C(=O)Nc1ccccc1)N(c1cccc(Cl)c1)S(C)(=O)=O (stereo not given)
    ? | nt
85	COCCNC(=O)CCn1c(=O)oc2ccccc21
    16.7% | 16.7
86	Cc1cccc(OCCNc2cc(N3CCOCC3)ccc2[N+](=O)[O-])c1
    ? | nt
87	Cn1c(SCC(=O)Nc2cccc(F)c2)nnc1-c1cccnc1
    9.5% | 1.1
88	NCc1ccccc1COc1ccccc1
    ? | nt
89	O=C(Nc1nc(=O)n(C(=O)C2CC2)s1)c1ccccc1
    ? | nt
90	O=C(c1ccc2c(=O)n(-c3ccccc3)c(=O)[nH]c2c1)N1CCCCC1
    ? | nt
91	CCCOc1ccc(CCC(=O)N/N=C/c2ccncc2)cc1
    8.8% | -4.0
92	O=C(c1ccc(Br)o1)N1CCc2ccccc21
    ? | nt
93	Cc1cccnc1NC(=O)c1ccc(S(=O)(=O)N2CCC(C)CC2)cc1
    ? | nt
94	COc1ccccc1N1CCN(CC(=O)Nc2sccc2C#N)CC1
    -2.6% | 10.3
95	COc1ccc(S(=O)(=O)NCC(=O)N(CC(=O)NCC2CCCO2)c2cc(C)ccc2C)cc1 (stereo not given)
    i | nt
96	O=C(O)c1ccc(Cl)c(S(=O)(=O)N(Cc2ccccc2)c2ccccc2Cl)c1
    -2.7% | 1.8
97	Cc1ccc(C(=O)NCCc2ccccc2)cc1
    ? | nt
98	COc1cccc(CNCCSc2nnnn2C)c1
    ? | nt
99	O=C1CCC/C(=N\NC(=O)c2ccc(CSc3cccc4cccnc34)cc2)C1
    ? | nt
100	COc1ccccc1/C=C(/C(=O)OCC(=O)Nc1cc(C)ccc1C)c1ccccc1
    ? | nt
101	COc1cc2c(c(OC)c1OC)-c1c(cc3c(c1OC)OCO3)C1OC2[C@@H](C)[C@H]1C (stereo not given in full)
    ? | nt
102	N#C/C(=C\c1ccc(-c2ccccc2)cc1)c1nc(-c2ccco2)cs1
    -6.6% | 1.2
103	CC(=O)Nc1ccc(S(=O)(=O)N2CCN(c3cccc(C)c3C)CC2)cc1
    ? | nt
104	CC(=O)Nc1ccc(C(=O)CSc2nccc(=O)[nH]2)cc1
    ? | nt
105	Cc1cccc2sc(NC(=O)CNS(=O)(=O)c3ccc(Br)s3)nc12
    -3.7% | 7.5
106	COc1ccccc1-c1nc2cc3ccccc3cc2nc1-c1ccccc1OC
    0.4% | -13.2
107	CC1=Nc2cc(C(=O)NCCCOC(C)C)ccc2Sc2ccccc21
    -7.4% | 2.7
108	COc1ccc(N(CCC#N)S(=O)(=O)c2cccc3nsnc23)cc1
    -1.2% | -2.9
109	O=C(COC(=O)C1(c2ccc(F)cc2)CCCC1)NCc1ccc2c(c1)OCO2
    ? | nt
110	Cc1noc(C)c1COc1ccccc1C(=O)N(C)CC(=O)Nc1ccc(F)c(F)c1F
    ? | nt
111	O=C(OCCN1CCOCC1)c1ccc2c(c1)OCCO2
    ? | nt
112	CCOC(=O)c1cc2c(=O)n3ccccc3nc2n(Cc2ccco2)c1=NC(=O)c1ccccc1OC
    ? | nt
113	CCN1C(=O)/C(=C2\SC(=S)N(c3c(C)n(C)n(-c4ccccc4)c3=O)C2=O)c2ccccc21
    ? | nt
114	CCOC(=O)C1C(=O)NC(N2CCc3ccccc32)=NC1c1ccccc1 (stereo not given)
    ? | nt
115	Cc1ccc(C(C)C)cc1OCCCCN1CCCC1
    -24.1% | -2.5
116	C/C=C/c1ccc(OCC(=O)Nc2ccc(OC)c(OC)c2)c(OC)c1
    i | nt
117	Nc1cc(=O)[nH]c(SCC(=O)N2CCCc3ccccc32)n1
    0.8% | 0.1
118	COc1ccc(Cl)cc1NC(=O)COC(=O)C1CCCCC1
    ? | nt
119	Cc1ccc(NC(=O)CN(C)S(=O)(=O)c2cnc[nH]2)c(C)c1
    ? | nt
120	CCCNC(=O)c1ccccc1NC(=O)C1=CSCCO1
    24.9% | -5.9
121	COCCCNC(=O)c1cn(Cc2c(F)cccc2Cl)nn1
    ? | nt
122	Cn1ccnc1C1CCCCN1Cc1nc(-c2ccc(Cl)cc2)no1 (stereo not given)
    0.7% | 2.9

The list is partial; rates above refer to the full screens.
